EPAC2 agonist = agonists of human EPAC2 (RAPGEF4); EPAC2 activation, biochemical qHTS; response scale: 100% = 6.5 mM cAMP response; 360,000 tested, 0.079% active; AID 720711; Q8WZA2; Potency, µM (top dose mostly 154 µM), inactives show at the top dose activation, most hits filed as activators; also: potency is read from the fitted curve at half-maximal effect; nearly all actives have a fitted effect of over 50% in size
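EPAC2 (100 nM) mixed with Rap1B loaded with BODIPY-GDP (250 nM) plus 50 uM unlabeled GDP; compounds pinned in, 5 min RT, then read every 5 min for 30 min (ex 480, em 540 nm). Normalized to cAMP control.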
PTHR1 ag = agonists of human PTHR1 parathyroid hormone receptor; Q03431; HEK293 GP2 PTHR1 cells, GloSensor cAMP luminescence, 1 h; Potency, µM (doses to about 115 µM), for inactives: at the highest dose activation, usual class: activators; 410,000 tested, 0.075% active; also: potency is read from the fitted curve at half-maximal effect; nearly all actives have a fitted effect of over 55% in size; some results filed as inactive show a strong effect at the top dose; inactives centre near -15; many of its hits are not listed in these tables
Target sequence (Q03431 whole entry, looked up): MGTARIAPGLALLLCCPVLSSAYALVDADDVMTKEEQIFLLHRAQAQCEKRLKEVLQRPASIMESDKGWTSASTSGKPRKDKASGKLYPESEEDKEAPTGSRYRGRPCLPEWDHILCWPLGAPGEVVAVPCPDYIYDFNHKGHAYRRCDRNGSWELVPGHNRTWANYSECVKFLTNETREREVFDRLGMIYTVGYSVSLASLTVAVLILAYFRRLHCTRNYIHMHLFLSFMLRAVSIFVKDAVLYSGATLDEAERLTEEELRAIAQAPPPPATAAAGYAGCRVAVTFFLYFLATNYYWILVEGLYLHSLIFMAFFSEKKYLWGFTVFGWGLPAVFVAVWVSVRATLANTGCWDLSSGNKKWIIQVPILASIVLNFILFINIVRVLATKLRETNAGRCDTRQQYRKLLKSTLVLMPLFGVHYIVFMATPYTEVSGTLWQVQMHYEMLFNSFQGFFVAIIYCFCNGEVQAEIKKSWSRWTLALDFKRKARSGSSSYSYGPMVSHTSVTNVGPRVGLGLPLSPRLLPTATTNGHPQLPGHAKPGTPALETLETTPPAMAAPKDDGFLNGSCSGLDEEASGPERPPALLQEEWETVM
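HEK-293-derived GP2 cells expressing PTHR1 and a GloSensor cAMP reporter, 3,000/well, plated overnight, given luciferin plus IBMX (each 0.5 mM as added) for 1 h at 37 °C, then compound for 1 h at 37 °C. Luminescence was read after 15 min at room temperature.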
DRD3 antagonist = blocks the human D3 dopamine receptor; D3R cells, DiscoveRx beta-arrestin luminescence, antagonist mode; active compounds read low; max response, negative = inhibition, %; 360,000 tested, 2.5% active; AID 652054; in the data active = max response below about -50%; inconclusive = no clear call, values can overlap the other calls; also: % is scaled to controls: 0 for no effect and ±100 for the full control effect; mostly tested at two doses, the higher about 12 µM
Target sequence (P35462 whole entry, looked up): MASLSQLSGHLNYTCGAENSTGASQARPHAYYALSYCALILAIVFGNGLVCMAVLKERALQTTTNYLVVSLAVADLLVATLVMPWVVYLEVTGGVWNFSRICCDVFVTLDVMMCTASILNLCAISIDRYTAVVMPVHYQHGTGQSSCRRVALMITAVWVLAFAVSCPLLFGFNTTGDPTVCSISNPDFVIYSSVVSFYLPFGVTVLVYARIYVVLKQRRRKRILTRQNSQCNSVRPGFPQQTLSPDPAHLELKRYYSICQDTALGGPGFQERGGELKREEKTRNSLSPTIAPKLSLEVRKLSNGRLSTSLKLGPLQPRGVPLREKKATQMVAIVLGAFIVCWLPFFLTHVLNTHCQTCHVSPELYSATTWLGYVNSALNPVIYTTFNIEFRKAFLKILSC
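Cells plated overnight at 1500 cells/well, then exposed to library compounds with dopamine controls for 90 minutes at 37 degrees C. DiscoveRx reagent added for 30–60 minutes at room temperature; luminescence read, quantitative HTS format.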
Mm-Cpn inhibitor = blocks the Methanococcus maripaludis chaperonin Mm-Cpn | purified Mm-Cpn ATPase, ADP Transcreener TR-FRET | Potency, µM (highest dose often 76.9 µM), for the others: top-dose activity, negative = inhibition, most hits filed as inhibitors | 330,000 tested, 0.031% active | AID 504842; also: potency is read from the fitted curve at half-maximal effect; % is scaled to controls: 0 for no effect and ±100 for the full control effect; nearly all actives have a fitted effect of over 80% in size
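Purified archaeal Mm-CPN (25nM final) preincubated 10 min at 37degC with compound, then 10uM ATP for 30 min at 37degC; ADP measured by HTRF Transcreener TR-FRET; buffer 30 mM TRIS pH 7.4, 100mM KCl, 5mM MgCl2, 1mM DTT.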
pAkt inh = inhibitors of Akt phosphorylation | Neuro2A IGF-stimulated pAkt S473 HTRF, 20 min; active compounds read low | activity change, % for hits at 50 µM | 360,000 tested, 0.32% active | AID 651550; in the data active = activity change below about -80%; inconclusive = mostly about -51% to -80%; also: % is scaled to controls: 0 for no effect and ±100 for the full control effect
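Neuro2A cells (4,500/well, DMEM with 0.5% FBS) were treated with compound at a single 50 µM final concentration, stimulated with 6 nM IGF for 20 min at 37 °C, and lysed. Phospho-Akt Ser473 was read by HTRF as 665/615 ratio ×10^4.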
EPAC2 antagonist = antagonists of human EPAC2 | EPAC2 GEF exchange of Rap1B-BODIPY-GDP, fluorescence | Potency, µM (top dose mostly 114 µM), for the others: at the highest dose activity, negative = inhibition, most hits filed as inhibitors | 360,000 tested, 0.18% active; also: potency is read from the fitted curve at half-maximal effect; % is scaled to controls: 0 for no effect and ±100 for the full control effect; nearly all actives have a fitted effect of over 45% in size; many of its hits are not listed in these tables
DRD3 agonist = agonists of human D3 dopamine receptor; P35462; D3R DiscoveRx beta-arrestin cells, luminescence, 90 min; max activation, %; 410,000 tested, 0.58% active; AID 652048; in the data active = max activation above about 30%; also: 0% is about no effect; mostly tested at two doses, the higher about 12 µM
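Agonist mode: compounds and dopamine controls were applied to plated cells for 90 min at 37 degrees C after an overnight attachment at 1500 cells/well. Luminescent read-out followed 30 - 60 minutes at room temperature with DiscoveRx detection reagent.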
CCT chaperon mod = modulators of cytosolic chaperonin (CCT/TRiC) activity; purified chaperonin ATPase assay, HTRF ADP detection, 30 min; activity change, % (concentration not given with the values), hits read low; 360,000 tested, 0.3% active; in the data active = activity change below about -30%; also: % is scaled to controls: 0 for no effect and ±100 for the full control effect
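Enzyme 40 or 20 nM (batch-dependent) in Tris pH 7.4/KCl/MgCl2/DTT; cpd 76 uM single point; ATP 10 uM; 30 min 37 °C; Transcreener ADP HTRF detection, 30 min RT; ratio 665/615.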
* hit, by the source's call; i = inactive; ? = inconclusive; . = no result given; & = joins results of further samples; [ ] = dose if it differs, or a comment. Unless noted, calls follow the shape of the dose curve; as a rule, active = well fitted curve in the direction sought with a large enough effect; inconclusive = small, poorly fitted or top-dose-only effect, or another doubt; inactive = no such curve, though single readings can be large; an effect the other way counts as inactive or inconclusive. Only part of the results is shown (hit frequency here may not be typical).

Results follow in this order: EPAC2 agonist	PTHR1 ag	DRD3 antagonist	Mm-Cpn inhibitor	pAkt inh	EPAC2 antagonist	DRD3 agonist	CCT chaperon mod
CCNC(=O)C1(C)CCCN(C(=O)c2cc(-c3ccccc3)cs2)C1 (centres undefined)
 : 13.0%	-7.7%	10.0	.	i	-7.8%	1.1	0.7
CCCc1nc2c(C)ccc(C)c2c(N)c1CC
 : 7.0%	-3.1%	-9.6	1.2%	i	-0.7%	-13.2	0.6
COc1cccc2c1c(NC(=O)c1cc(C)on1)nn2C
 : 10.3%	i	-16.4	0.9%	i	5.7%	3.0	-4.9
C=CCn1c(C)cc(C(=O)CN2C(=O)c3ccccc3C2=O)c1C
 : 17.1%	-41.3%[inhibitor][57.5 µM]	?	0.7%	i	-3.6%	-8.0	0.3
CCN(CC)C(=O)c1sc(N2C(=O)Nc3ccccc3N2O)c(C(=O)OC)c1C
 : 13.0%	?	-5.4	-5.5%	i	5.0%	-5.3	-2.7
CC(=O)c1ccccc1NC(=O)CCCNC(=O)c1ccc(Cl)cc1
 : 10.7%	-3.5%	15.4	0.1%	i	-2.6%	-9.3	-2.1
O=C(Nc1ccc(F)cc1)c1ccccc1NS(=O)(=O)N1CCCC1
 : 2.8%	-7.9%	12.9	3.9%	i	-5.2%	3.4	-1.2
CC1CC(C)(C)NC(=S)N1CCC(=O)N1c2ccccc2CC1C (centres undefined)
 : 6.2%	i	0.0	0.1%	i	7.1%	4.2	-0.1
COC(=O)CN1CCN(C(=O)c2ccco2)CC1
 : 3.5%	i	17.9	2.3%	i	4.2%	0.5	-0.7
O=c1oc(-c2cccc(Cl)c2)nc2c1cnn2-c1ccccc1
 : 8.1%	-24.6%	-23.2	-2.5%	i	-6.8%	-3.8	-0.1
CC(C)c1ccc(CNc2nnnn2C)cc1
 : -3.7%	i	6.2	0.4%	i	8.6%	1.9	-1.9
O=P(OC1CCCCC1)(OC1CCCCC1)C(Nc1ccccc1)c1cccnc1 (centres undefined)
 : 14.0%	i	6.3	2.0%	i	?	-4.1	-1.7
Cc1cc(C)c(NC(=O)COC(=O)c2cccc3c2C(=O)c2ccccc2C3=O)c(C)c1
 : 1.0%	-4.4%	34.9	0.9%	i	12.1%	31.7*	-0.1
O=C(CC1C[C@H](C(=O)N2CCOCC2)[C@@]2(CCC3CCCC3)c3[nH]c4ccccc4c3CCN2C1=O)NCCC1=CCCCC1 (some centres undefined)
 : 4.3%	-1.4%	-7.9	1.6%	i	-20.2%	6.1	-0.5
CN(C(=O)C1CCC(CNS(=O)(=O)c2cccc3cccnc23)CC1)C1CCCCC1 (centres undefined)
 : 2.0%	-29.5%	0.2	-0.8%	i	1.8%	2.2	-0.7
Cc1nnc(SCc2ccccc2CSc2nnc(C)s2)s1
 : 13.1%	-15.3%	-4.1	-19.4%	i	0.7%	-3.0	-1.3
COc1ccc(F)cc1C(=O)C1CCCN(C(=O)C2=C(C)OCCO2)C1 (centres undefined)
 : 3.7%	-17.0%	2.1	-1.5%	i	0.9%	-1.9	0.0
CCN(CC)CCNC(=O)Cn1cnc2sc(C)c(S(=O)(=O)N3CCC(C)CC3)c2c1=O
 : 8.7%	11.9%&-11.2%	-3.4	0.1%	i	-0.7%	-2.6&-1.9	-3.5
CN(C(=O)c1c(Cl)cnn1C)C12CC3CC(CC(C3)C1)C2
 : 29.1%	-8.7%	9.5	0.4%	i	-19.4%	7.7	1.4
O=C(Nc1ccc(F)cc1)c1cc(-c2ccncc2)nc2c(Cl)cccc12
 : 0.8%	-19.2%	10.8	1.0%	i	-1.4%	2.7	-1.3
N#CCCn1cc(/C=N/O)c(-c2ccccc2)n1
 : 6.6%	-11.7%[57.5 µM]	-5.2	2.7%	i	-2.0%	-22.6	-1.7
O=C(COc1ccc2ccccc2c1)N1CCN(C(=O)c2ccco2)CC1
 : 5.7%	-52.9%[inhibitor]	7.8	-3.2%	i	-0.4%	3.6	-1.4
CCOc1cc(C2C(C(=O)OC(C)C)=C(C)NC3=C2C(=O)CCC3)cc([N+](=O)[O-])c1O (centres undefined)
 : 0.6%	-5.9%	-20.1	-2.4%	i	5.9%	6.2	1.7
CC1CCCN(S(=O)(=O)c2ccc(S(=O)(=O)N3CCC4(CC3)OCCO4)cc2)C1 (centres undefined)
 : -16.4%	i	3.0	0.4%	i	10.1%	-7.2	-1.2
CCOC(=O)c1cc(-c2ccccc2)sc1NC(=O)C(C)OC(=O)c1cccnc1Cl (centres undefined)
 : 0.8%	-16.3%	8.1	-6.8%	i	0.1%	0.7	-0.9
Cc1ccc(NC(=O)C2CCN(C(=O)[C@@H]3Cc4ccccc4CN3)CC2)cc1
 : 8.2%	-10.8%	-16.5	0.2%	i	1.3%	-2.9	-1.8
O=S(=O)(c1cccc(F)c1)N1CCN(Cc2cc3c(cc2Br)OCCO3)CC1
 : 8.7%	-20.3%	-6.7	0.9%	i	6.5%	-9.5	1.5
O=C(NCCCN=C1NS(=O)(=O)c2ccccc21)c1ccco1
 : 2.3%	-2.7%[57.5 µM]	?	-0.1%	i	-1.1%	-15.3	-1.5
Cc1onc(-c2ccccc2)c1-c1nnc(CN2CCN(S(=O)(=O)c3ccccc3F)CC2)o1
 : 0.3%	-21.1%	5.0	3.7%	i	-3.4%	0.9	-1.8
COc1cccc(-c2nc(-c3ccc(NC(=O)Cc4ccccc4OC)cc3)no2)c1
 : 14.3%	i	-22.1	-28.5%	i	4.5%	5.6	0.5
CCc1cc2c(NC(C(=O)O)C(C)C)ncnc2s1 (centres undefined)
 : 2.3%	-16.6%	-0.9	0.0%	i	-1.3%	-3.8	0.1
COc1ccc(CCNS(=O)(=O)c2cn(C)cn2)cc1OC
 : 17.0%	i	-11.7	2.0%	i	3.6%	-4.0	-1.3
CC(C)N1C(=O)c2ccc(C(=O)O)cc2C1=O
 : -1.2%	-11.8%	-25.4	0.9%	i	14.8%	8.1	-4.5
CC(C)=C1SC(N2CCN(c3cccc(C)c3)CC2)=NC1=O
 : -7.3%	i	5.9	0.6%	i	5.0%	9.3	5.2
COc1cc(/C=C/C(=O)O)cc(S(=O)(=O)Nc2cc(C(F)(F)F)ccc2N2CCOCC2)c1OC
 : -3.8%	-9.1%	-7.7	0.0%	i	-5.0%	1.0	0.4
CC1C(=O)NN=C1C(=O)N/N=C/c1ccco1 (centres undefined)
 : 7.8%	i	-17.6	-6.9%	i	-3.7%	-2.1	-3.3
N/C(Cc1cccs1)=N\OC(=O)COc1ccc(Br)cc1Cl
 : 17.3%	-26.5%	23.6	1.0%	i	-0.4%	-1.9	-1.6
COc1cccc2cc(C(=O)NCCC3=CCCCC3)c(=O)oc12
 : 2.6%	-16.3%	14.8	-3.9%	i	-5.9%	0.2	1.0
CN(C)S(=O)(=O)c1ccc(C(=O)NCC2CC2(Cl)Cl)cc1 (centres undefined)
 : -12.7%	i	0.9	-1.3%	i	13.2%	3.5	1.9
S=c1[nH]nc(CCSCc2ccccc2)n1-c1ccccc1
 : 4.3%	-20.8%	4.6	0.7%	i	-13.8%	-3.2	-1.7
Cc1c(C(=O)O)oc2ccc(S(=O)(=O)NCc3ccc(F)cc3)cc12
 : -1.0%	i	15.2	1.6%	i	-0.7%	-65.5	0.1
O=C1CC(N2CCN(c3ccccc3F)CC2)C(=O)N1c1ccc(F)cc1 (centres undefined)
 : 6.2%	-18.3%	5.9	.	i	1.9%	-2.4	-4.6
N#CCC(CNc1ncc(C(F)(F)F)cc1Cl)OC(=O)c1ccc(Cl)cc1 (centres undefined)
 : 7.7%	i	8.8	0.3%	i	-23.5%	0.6	0.1
O=C(c1ccccc1)N1CCN(c2ccc([N+](=O)[O-])c(NCc3ccco3)c2)CC1
 : 18.4%	i	-4.9	-2.0%	i	-0.6%	-7.3	-1.9
O=c1[nH]c(CN2CCN(c3ccccc3Cl)CC2)nc2ccsc12
 : 3.1%	i	-24.3	1.8%	i	-1.4%	0.5	-1.5
CCOc1ccccc1CNC(=O)CNC(=O)c1cccs1
 : 2.9%	i	-0.4	-3.3%	.	2.9%	-11.4	1.0
CC(C)=CCC/C(C)=C/CNC(=O)C[C@H]1C[C@H](C(=O)N2CCCCC2)[C@@]2(CCc3ccccc3)c3[nH]c4ccc(Cl)cc4c3CCN2C1=O
 : -14.7%	-23.2%	-3.1	0.6%	i	4.8%	7.8	-0.4
COCCNC(=O)Cc1ccc(F)cc1
 : 14.7%	-15.1%	-8.0	-2.4%	i	-0.3%	-3.6	-1.5
O=C(CCCn1cnc2ccccc2c1=O)Nc1ccccc1F
 : 11.2%	i	9.0	0.8%	i	1.7%	14.4	-0.4
CC(C)(C)c1nnc(NC(=O)CCS(=O)(=O)Cc2ccccc2)s1
 : -7.1%	i	2.8	1.2%	i	3.2%	0.0	0.4
COc1cc(OC)c(C2CC(=O)N3CN(C)CSC3=C2C#N)cc1OC (centres undefined)
 : 3.7%	i	-16.6	-3.9%	i	4.5%	-7.7	-1.5
CCc1ccc(C(C)NC(=S)NC2CCCCC2)cc1 (centres undefined)
 : -4.6%	-29.6%	-0.4	1.2%	i	-1.7%	-2.5	1.2

Structural class, the entries above containing bromine (2)
Results follow in this order: EPAC2 agonist	PTHR1 ag	DRD3 antagonist	Mm-Cpn inhibitor	pAkt inh	EPAC2 antagonist	DRD3 agonist	CCT chaperon mod
O=S(=O)(c1cccc(F)c1)N1CCN(Cc2cc3c(cc2Br)OCCO3)CC1
 : 8.7%	-20.3%	-6.7	0.9%	i	6.5%	-9.5	1.5
N/C(Cc1cccs1)=N\OC(=O)COc1ccc(Br)cc1Cl
 : 17.3%	-26.5%	23.6	1.0%	i	-0.4%	-1.9	-1.6

Reprinted at random: 2 compounds from above.
Results follow in this order: EPAC2 agonist	PTHR1 ag	DRD3 antagonist	Mm-Cpn inhibitor	pAkt inh	EPAC2 antagonist	DRD3 agonist	CCT chaperon mod
CC(=O)c1ccccc1NC(=O)CCCNC(=O)c1ccc(Cl)cc1
 : 10.7%	-3.5%	15.4	0.1%	i	-2.6%	-9.3	-2.1
O=C(Nc1ccc(F)cc1)c1cc(-c2ccncc2)nc2c(Cl)cccc12
 : 0.8%	-19.2%	10.8	1.0%	i	-1.4%	2.7	-1.3

Bioassay records deposited in PubChem BioAssay by National Center for Advancing Translational Sciences (NCATS).
